Bioassay records (PubChem)
FadD28 binding: inhibitors of FadD28 bisubstrate probe binding, primary screen, biochemical, fluorescence polarization, single point; inhibition, % at 12.5 µM; 0.22% of 360,000 active; AID 588549, 2011; in the data active = inhibition above about 8.5%, passing the limit was not always enough; inconclusive = no clear call, values can overlap the other calls
VHR inh abs: VHR1 phosphatase inhibitors, primary screen, biochemical, absorbance, uHTS | inhibition, % at 13.3 µM | recombinant VHR phosphatase, pNPP absorbance | 0.52% of 290,000 active; in the data active = inhibition above about 50%; also: some compounds called inactive have numbers as strong as hits
Mtb FBA inh: Mtb FBA enzyme inhibitors, primary screen, biochemical, fluorescence, strain H37Rv; Fructose-bisphosphate aldolase (Mycobacterium tuberculosis (strain ATCC 25618 / H37Rv)), …; purified M. tuberculosis FBA, fluorescence read-out; inhibition, % at 1 µM; 2.3% of 360,000 active; AID 588726, 2011; in the data active = inhibition above about 27%;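 also: 0% = vehicle and 100% = reference inhibitor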
Target sequence (P9WQA3 whole entry, looked up): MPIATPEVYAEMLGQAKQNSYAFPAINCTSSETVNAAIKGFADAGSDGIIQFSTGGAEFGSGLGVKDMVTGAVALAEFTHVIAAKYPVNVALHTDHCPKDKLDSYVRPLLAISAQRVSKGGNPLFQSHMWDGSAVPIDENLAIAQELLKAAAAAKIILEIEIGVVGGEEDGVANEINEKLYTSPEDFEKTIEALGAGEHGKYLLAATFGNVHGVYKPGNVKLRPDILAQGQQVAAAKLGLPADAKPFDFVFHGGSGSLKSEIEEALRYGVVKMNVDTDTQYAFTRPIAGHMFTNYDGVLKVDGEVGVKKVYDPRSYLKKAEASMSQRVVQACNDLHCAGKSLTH
UGM FP inh: M. tuberculosis UGM enzyme inhibitors, primary screen, biochemical, fluorescence polarization, single point; purified UGM, fluorescence polarization probe displacement; inhibition, % at 10 µM; 0.06% of 320,000 active; AID 504406, 2011; in the data active = inhibition above about 10%, passing the limit was not always enough; inconclusive = no clear call, values can overlap the other calls
CCHF vOTU inh: CCHFV vOTU protease inhibitors, primary screen, biochemical, Pep-AMC substrate, fluorescence; inhibition, % at 11.5 µM; 0.55% of 370,000 active; AID 651958, 2012; also: 0% = vehicle wells with enzyme and 100% = no enzyme wells
Rv3671c inh: Rv3671c serine protease inhibitors, primary screen, biochemical, fluorescence polarization, M. tuberculosis H37Rv; 0.048% of 320,000 active; inhibition, % at 5.96 µM; in the data active = inhibition above about 38%;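 also: extracellular domain of Rv3671c used as enzyme; 0% = enzyme with DMSO and 100% = no enzyme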
Target sequence (P9WHR9 whole entry, looked up, the tested form may be a part): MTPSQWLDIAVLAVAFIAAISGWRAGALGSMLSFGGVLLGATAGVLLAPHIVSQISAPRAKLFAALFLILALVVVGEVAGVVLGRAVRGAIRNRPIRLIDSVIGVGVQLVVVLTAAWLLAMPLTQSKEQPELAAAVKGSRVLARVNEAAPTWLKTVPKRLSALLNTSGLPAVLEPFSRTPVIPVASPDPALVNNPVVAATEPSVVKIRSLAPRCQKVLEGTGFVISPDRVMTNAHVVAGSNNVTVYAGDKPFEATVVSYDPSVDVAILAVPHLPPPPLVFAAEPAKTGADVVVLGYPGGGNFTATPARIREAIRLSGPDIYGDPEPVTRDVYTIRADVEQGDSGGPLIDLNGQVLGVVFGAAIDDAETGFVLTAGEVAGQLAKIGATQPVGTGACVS
GDH-TPI inh: GDH-TPI coupling enzyme inhibitors, primary screen, artefact control for M. tuberculosis FBA inhibitor project, biochemical, absorbance, full deck | AID 588335, 2011 | GDH-TPI coupled enzyme counterscreen, NADH absorbance | 1.2% of 360,000 active | inhibition, % at 4.8 µM;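 also: 0% = DMSO wells and 100% = wells lacking the enzyme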
MazEF act: activators of E. coli MazEF toxin-antitoxin RNase, primary screen, biochemical, fluorescence, uHTS | 0.32% of 350,000 active | activation, % at 20 µM | FAM/BHQ RNA-DNA oligo cleavage fluorescence, 5 h | AID 504720, 2011; in the data active = activation above about 50%
Target sequence (P0AE70 whole entry, looked up): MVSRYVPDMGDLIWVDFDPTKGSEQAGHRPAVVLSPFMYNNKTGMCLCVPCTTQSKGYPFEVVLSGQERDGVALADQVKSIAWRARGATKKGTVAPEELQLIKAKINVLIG
BoNT F protease: BoNT/F light chain protease inhibitors, primary screen, biochemical, flow cytometry, MLPCN library. 0.22% of 360,000 active. inhibition, % at 10 µM. Multiplex microsphere protease cleavage assay; in the data active = inhibition above about 35%, passing the limit was not always enough; inconclusive = no clear call, values can overlap the other calls; also: plate controls were buffer without enzyme for full effect and enzyme alone for no effect
BioA inh: M. tuberculosis BioA enzyme inhibitors, primary screen, biochemical, plate reader, single point, HTS. purified M. tuberculosis BioA enzyme. inhibition, % at 9.99 µM. 0.096% of 360,000 active. AID 602481, 2012; in the data active = inhibition above about 40%; inconclusive = no clear call, values can overlap the other calls
* = called active by the depositor; ? = inconclusive; · = no result given. Rule as the data show it, unless noted: active = inhibition above about 30%; inactive = the rest. Not a hit list; 4.9% or so of the library scored in one or more.

nr	SMILES	FadD28 binding	VHR inh abs	Mtb FBA inh	UGM FP inh	CCHF vOTU inh	Rv3671c inh	GDH-TPI inh	MazEF act	BoNT F protease	BioA inh
1	CC(=O)SCCC(=O)Nc1ccccc1	-2.0	-0.2	-5.1	-0.5	-0.9	-5.5	-11.7	-4.2	17.3	-1.3
2	CCOC(=O)C1CCCN(C(=O)c2ccc(Cl)c(S(=O)(=O)N3CCCCC3)c2)C1 (centres undefined)	-0.5	37.1	-2.3	1.8	4.6	-4.1	0.0	0.5	-1.9	2.2
3	O=S(=O)(Nc1nc2ccc(S(=O)(=O)N3CCCC3)cc2s1)c1ccc(F)cc1	-1.1	8.3	2.6	0.6	5.2	-31.9	5.3	-3.5	-9.1	-2.1
4	O=C(NC(=S)NNC(=O)[C@H]1C[C@@H]1c1ccccc1)c1cccc(F)c1	-0.2	17.9	3.4	0.6	10.3	2.6	-4.8	6.8	?	0.8
5	COC(=O)C1CCN(CC(=O)NC(=O)Nc2ccccc2F)CC1	-1.8	·	3.4	-3.9	0.5	-0.3	7.0	-6.0	-2.3	1.2
6	CCc1ccc(/C=C2\SC(=S)N(CCCC(=O)Nc3nccs3)C2=O)cc1	-1.4	-13.3	4.6	-1.2	-7.6	-6.9	2.2	-11.2	-9.5	-2.5
7	CC1(C)C2CC[C@]3(C)C(CC=C4[C@@H]5C[C@@](C)(CO)CC[C@]5(C(=O)O)CC[C@]43C)[C@@]2(C)CC[C@@H]1O (some centres undefined)	-0.9	·	0.3	-1.6	-1.6	0.2	0.0	8.0	0.7	-0.6
8	Clc1ccc(Cc2nnc(-c3cccs3)o2)cc1	-2.0	15.1	3.0	-1.6	1.6	2.8	11.9	-6.0	1.2	0.2
9	C[C@@H]1CN([C@@H](C)CO)C(=O)Cc2cc(NC(=O)Nc3cccc4ccccc34)ccc2O[C@@H]1CN(C)Cc1ccc(C(F)(F)F)cc1	-2.8	·	5.3	-2.7	16.9	-86.9	8.5	-8.8	-13.9	-0.5
10	C[C@H](NC(=O)[C@H]1N2C(=O)c3ccccc3C2SC1(C)C)C(=O)NCc1ccncc1 (some centres undefined)	-1.1	-17.2	0.5	0.4	13.6	5.3	8.9	-1.2	4.9	·
11	O=C(COC(=O)c1ccc([N+](=O)[O-])s1)NCc1ccccc1	0.8	22.5	-3.2	0.2	-12.7	-86.8	4.1	-6.0	-5.6	-0.6
12	COc1ccc(C(=O)Nc2nc3nc(-c4ccccc4)cc(=O)n3[nH]2)cc1	-6.3	-0.9	-9.1	·	8.3	·	0.0	-1.3	1.4	0.2
13	O=C(NCC1COc2ccccc2O1)c1ccco1 (centres undefined)	-0.5	11.6	-0.4	1.2	-5.9	-1.6	-1.3	-1.7	-7.8	·
14	CCC(=O)N1CC(=O)Nc2ccc(Br)cc2C1c1ccccc1 (centres undefined)	-2.2	-18.1	-2.5	-1.1	-2.6	2.0	7.5	-0.4	-4.1	-1.2
15	Cc1nn(S(=O)(=O)c2ccc(Cl)cc2)c(C)c1S(=O)(=O)N1CCOCC1	1.9	16.0	1.7	2.2	14.2	1.9	12.6	4.9	-0.9	4.9
16	CCOC(=O)Cn1nnnc1CN(Cc1ccccc1)Cc1cc2cc(CC)ccc2[nH]c1=O	-0.9	5.9	1.6	1.0	1.1	-4.9	16.7	3.0	-3.1	·
17	COC(=O)c1ccc(C(=O)NC2CCCN(Cc3ccc(Cl)cc3)C2)nc1 (centres undefined)	-1.7	16.0	-1.2	-0.3	7.1	-4.2	4.5	1.7	3.3	1.6
18	CC(=O)Nc1ccc(S(=O)(=O)NCC(=O)OC(C)c2ccccc2Cl)cc1 (centres undefined)	-4.4	2.1	-0.7	3.4	-5.9	-2.1	-5.9	4.1	14.5	-0.1
19	COc1ccc(-c2onc3ccc(Br)cc23)cc1	-0.2	1.5	1.9	-1.4	10.2	-4.6	9.9	-12.5	1.2	-1.9
20	CS(=O)(=O)c1cccc(C(=O)Nc2ccccc2Cc2ccccc2)c1	-1.9	29.3	57.8*	-1.7	5.1	-5.9	14.2	4.6	2.0	1.5
21	CCOC(=O)Cc1csc(NC(=S)NC(=O)c2ccc(Cl)cc2)n1	-1.6	-10.1	-0.4	-1.4	7.8	-5.0	11.1	0.4	-9.6	-1.6
22	COC(=O)c1nc(-c2ccccc2)oc1N(C)C	1.4	-2.4	172.9*	-0.3	-62.8	-3.2	18.7	2.5	0.0	-0.8
23	CCOC(=O)c1cnc2c(ccc3ccccc32)c1Cl	2.8	10.8	2.2	-0.2	-6.5	-0.6	12.2	-10.8	?	-0.8
24	O=C(NC1CCCCC1)C(C1CC1)N1CCc2ccccc2C1 (centres undefined)	0.0	·	-0.5	·	-2.8	·	·	·	-7.7	-1.9
25	CCC(=O)N1CCc2cc(S(=O)(=O)NCCC(=O)NCc3ccc(F)cc3)ccc21	-3.6	1.1	-0.8	0.0	-10.3	-0.1	-5.2	4.6	2.9	-1.2
26	COc1cccc(C(=O)NCC(=O)N/N=C/c2cccc(OC(=O)c3ccc([N+](=O)[O-])cc3)c2)c1	-3.6	21.9	-6.2	0.3	-0.3	-3.7	-2.5	19.4	3.7	·
27	CCN(c1ccccc1)S(=O)(=O)c1ccc(F)cc1	-2.2	-16.3	10.1	2.7	-12.1	1.4	9.2	-4.4	0.1	-0.5
28	O=C(CCn1cnc2ccccc2c1=O)Nc1cccc(Cl)c1Cl	-3.7	21.2	-5.3	4.4	7.7	-0.3	1.6	9.8	-0.5	-0.4
29	Cc1ccc(OCC(=O)Nc2ccccc2Sc2ccc(Cl)cc2)c([N+](=O)[O-])n1	-2.2	44.9	-1.0	2.1	1.8	-5.9	7.6	1.1	-6.4	1.2
30	Cc1ccc(NC(=O)c2cn(CCC#N)nc2-c2ccc3c(c2)OCCO3)c([N+](=O)[O-])c1	-3.3	18.1	1.4	0.3	-11.7	-9.4	11.4	7.4	-2.9	·

Later entries:
Each structure is followed by: FadD28 binding	VHR inh abs	Mtb FBA inh	UGM FP inh	CCHF vOTU inh	Rv3671c inh	GDH-TPI inh	MazEF act	BoNT F protease	BioA inh
(31) C=CCOC(=O)Cn1cnc2c(sc3nc(C)cc(C)c32)c1=O
    0.3	-8.1	1.3	0.4	7.6	-8.2	0.0	6.6	0.2	-1.3
(32) N#CCSc1ccccc1NC(=O)COC(=O)CCNC(=O)c1ccc([N+](=O)[O-])cc1
    -2.0	·	2.4	·	-13.1	·	0.7	-8.6	3.4	9.1
(33) O=C1CC(C(=O)Nc2ccc(O)c(C(=O)O)c2)C(c2ccccc2)O1 (centres undefined)
    -4.9	9.9	58.9*	-0.5	-13.0	2.1	7.5	0.3	1.6	-0.9
(34) O=C(NCc1cccnc1)c1ccc(COc2ccccc2Br)cc1
    -0.5	21.6	-3.5	1.2	1.5	-18.3	1.2	4.6	-3.8	·
(35) CN1CCN(NS(=O)(=O)c2ccc(Cl)s2)CC1
    0.2	-7.2	1.8	0.6	-16.7	5.3	-0.8	-12.6	-12.3	1.4
(36) Cc1c(CN2CCCC(C)C2)c(O)n(CCO)c(=O)c1C#N (centres undefined)
    -0.4	21.7	2.9	4.6	12.6	-7.3	-2.2	-6.5	-1.7	·
(37) COC(=O)c1cn(C(=O)c2ccc3c(c2)OCO3)c2ccccc12
    -1.0	·	-2.5	·	0.5	·	13.4	3.4	1.0	-0.3
(38) O=C(Nn1c(O)c(C=C2N=c3ccccc3=N2)sc1=S)c1cccc(Cl)c1
    -0.7	6.2	-7.5	-1.0	-11.1	14.4	19.1	-9.1	55.0*	-3.2
(39) CC(C)(C)SCCNS(=O)(=O)c1ccc(F)cc1
    -1.8	7.2	1.5	1.9	2.6	10.4	8.3	1.6	-9.6	1.2
(40) CCCC(=O)Nc1ccc(C(=O)NCc2ccccc2Cl)cc1
    -6.1	9.4	1.9	-1.2	9.2	-0.9	-2.5	-1.2	-1.5	-0.7
(41) CCc1ccccc1N(CC(=O)Nc1cccnc1)S(=O)(=O)c1ccccc1
    -4.2	-4.4	0.1	-1.2	6.7	0.9	-6.0	4.2	0.6	2.0
(42) CCC(OC(=O)c1nsc(Cl)c1Cl)C(=O)NC(C)(C)C (centres undefined)
    -2.4	31.5	1.9	5.4	-9.4	-2.4	-0.3	-5.8	6.1	·
(43) Cn1c(=O)c2sccc2n2c(CCCC(=O)NCc3ccc(F)cc3)nnc12
    -1.5	59.7*	4.7	-0.8	5.5	2.1	-4.7	6.5	-2.2	2.6
(44) COc1ccccc1-c1nnc(SC2CCc3ccccc3NC2=O)s1 (centres undefined)
    -4.9	20.4	14.3	-1.1	-3.3	-19.2	15.5	-10.7	-1.5	0.1
(45) O=C(NCc1ccc(F)cc1)c1cc(S(=O)(=O)N2CCCCC2)ccc1Cl
    -0.2	·	0.4	-2.6	2.6	1.7	-1.3	1.2	-4.5	-0.8
(46) CCCCN1C(=O)C(=O)N(CC(=O)Nc2sc(CC)cc2C(=O)OCC)C1=O
    -4.0	·	-3.6	-0.8	4.8	-0.4	-2.1	1.8	-3.6	-0.9
(47) CCc1ccccc1NC(=O)CN1CCN(C(=O)c2cccc(-n3cnnn3)c2)CC1
    -2.2	·	-1.0	-0.2	11.8	-5.6	-2.5	4.6	-3.3	0.0
(48) Cc1ccc2c(=O)c(C(=O)NCc3cccs3)c[nH]c2c1
    -2.0	-9.1	-0.9	1.7	7.7	-13.7	9.5	5.7	5.0	-3.8
(49) COc1cc(OC)c(C2CC(=O)N3CN(c4ccc(C)cc4)CSC3=C2C#N)cc1OC (centres undefined)
    2.0	29.4	0.1	4.4	28.1	-2.9	14.1	1.2	0.2	0.4
(50) Cc1cccc(N(C)c2ccc3cc(S(=O)(=O)N4CCCC4)ccc3n2)c1
    -1.8	-11.5	14.8	-0.2	-5.5	-0.2	3.5	-5.8	-1.0	-1.9
(51) Cc1cccnc1NC(=O)c1c(O)c2ccccc2n(C)c1=O
    -0.6	11.9	4.6	-1.9	7.2	3.0	12.7	-7.1	-4.4	-1.9
(52) CCOC(=O)c1cccc(NC(=O)Nc2ccc(OCC)cc2)c1
    -0.2	-11.4	1.8	3.8	-3.5	8.2	-1.6	-10.1	0.7	·

Profiles, quoted from the list.
`CCCCN1C(=O)C(=O)N(CC(=O)Nc2sc(CC)cc2C(=O)OCC)C1=O` reads FadD28 binding = -4.0; VHR inh abs = ·; Mtb FBA inh = -3.6; UGM FP inh = -0.8; CCHF vOTU inh = 4.8; Rv3671c inh = -0.4; GDH-TPI inh = -2.1; MazEF act = 1.8; BoNT F protease = -3.6; BioA inh = -0.9
`Cn1c(=O)c2sccc2n2c(CCCC(=O)NCc3ccc(F)cc3)nnc12` reads FadD28 binding = -1.5; VHR inh abs = 59.7*; Mtb FBA inh = 4.7; UGM FP inh = -0.8; CCHF vOTU inh = 5.5; Rv3671c inh = 2.1; GDH-TPI inh = -4.7; MazEF act = 6.5; BoNT F protease = -2.2; BioA inh = 2.6
`CN1CCN(NS(=O)(=O)c2ccc(Cl)s2)CC1` reads FadD28 binding = 0.2; VHR inh abs = -7.2; Mtb FBA inh = 1.8; UGM FP inh = 0.6; CCHF vOTU inh = -16.7; Rv3671c inh = 5.3; GDH-TPI inh = -0.8; MazEF act = -12.6; BoNT F protease = -12.3; BioA inh = 1.4
